# STAT3 inh – IL-6 driven STAT3 reporter inhibitors, primary screen, U3A cells, luciferase, luminescence, MLSCN library | IL-6 STAT3-luciferase reporter; host cell line lacks STAT1 | inhibition, % at 5.5 µM | 190,000 compounds, 0.89% hits;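 active = inhibition above the mean inhibition across all screened compounds plus 3 SD, cut at about 44% in these data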;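 also: 0% = DMSO only wells and 100% = 100 µM nifuroxazide control wells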
# FLuc inhib CS – firefly luciferase enzyme inhibitors, primary screen, artefact control for luciferase-based inhibitor screens, biochemical, luminescence, ATPLite | 10 min | inhibition, % at 10 µM | 200,000 compounds, 1.5% hits;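 active = inhibition above about 50% when tested at 10 µM, limit read from the data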
# Target sequence (P08659 whole entry, looked up): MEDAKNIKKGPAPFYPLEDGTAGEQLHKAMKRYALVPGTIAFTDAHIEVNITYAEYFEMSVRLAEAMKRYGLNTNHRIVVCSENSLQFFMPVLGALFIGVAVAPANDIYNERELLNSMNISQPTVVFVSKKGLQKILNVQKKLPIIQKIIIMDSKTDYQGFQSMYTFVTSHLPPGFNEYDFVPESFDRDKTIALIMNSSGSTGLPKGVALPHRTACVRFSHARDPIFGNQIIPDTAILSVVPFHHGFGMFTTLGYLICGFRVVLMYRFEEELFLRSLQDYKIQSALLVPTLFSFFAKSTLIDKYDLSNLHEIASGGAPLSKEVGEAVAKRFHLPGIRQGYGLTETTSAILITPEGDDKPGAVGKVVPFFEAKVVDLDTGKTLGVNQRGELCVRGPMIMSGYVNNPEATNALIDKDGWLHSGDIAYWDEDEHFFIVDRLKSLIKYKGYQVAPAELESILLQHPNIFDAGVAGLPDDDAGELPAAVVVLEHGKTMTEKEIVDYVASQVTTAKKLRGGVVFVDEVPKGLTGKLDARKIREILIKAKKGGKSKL
# FLuc act counter – FLuc activators, initial screening, artefact control for FLuc-dependent activation tests, biochemical, ATPlite luminescence; ATPlite luciferase biochemical, 10 min; 0 = ATP-free wells, 1 = DMSO control; activation factor at 10 µM; 200,000 tested, under 10 active;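 active = luciferase activation factor, scaled between plate controls, of at least 2 with compound at 10 µM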
#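 Assay system: Luciferase/luciferin reagent mix; Medium: PBS as buffer for the ATP substrate; Dosing: test compounds dosed from 2 mM stocks in 100% DMSO; Times: 10 min, room temperature; Signal: luminescence from luciferase reaction; Read-out: luciferase activation; Controls: No-ATP low control, compound-free enzyme-plus-ATP high control.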
# APP transl inh – inhibitors of APP translation via 5'UTR reporter, primary screen, APP 5'UTR luciferase, SH-SY5Y cells | SH-SY5Y APP 5'UTR-luciferase reporter, luminescence | inhibition, % at 2 µM | 190,000 compounds, 0.82% hits | AID 1285, 2008;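 active = inhibition above a set limit, derived from the sample mean plus 3 SD, cut at about 45% in these data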; also: values of inactives mirror those of a sister screen read the other way
# STAT1 act – STAT1 signaling activators, primary screen, cell-based, HTS, luciferase reporter. NIH 3T3 STAT1-luciferase reporter, IFN-gamma, luminescence; 100% = IFN-gamma alone, no compound. activation (% of control), % at 5.5 µM. 200,000 compounds, 2.6% hits. AID 932, 2007;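 active = activation above the screen-wide mean activation plus 3 SD, cut at about 130% in these data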;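 also: raw ratio to IFN-gamma control signal so 100% means no change and 0% no light; values of inactives mirror those of a sister screen read the other way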
# STAT3 act – IL-6 driven STAT3 reporter potentiators, primary screen, U3A cells, luciferase, luminescence, MLSCN library; IL-6 STAT3-luciferase reporter; 100% = signal with IL-6 EC80 alone; activation (% of control), % at 5.6 µM; 190,000 compounds, 0.91% hits; AID 871, 2007;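 active = activation above the screen-wide mean of compound activation plus 3 SD, cut at about 130% in these data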;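 also: 0% = background luminescence of wells with medium and substrate only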
#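 Test system: human U3A cells carrying STAT3-luciferase construct; control set: IL-6-only wells as 100% reference; timing: compound pre-incubation 1 h before IL-6, then 6 h stimulation at 37 °C; also added: IL-6 stimulus at 33 ng/mL final; evaluation: % activation versus median of IL-6-stimulated wells; detection: reporter luminescence signal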
# NF-kB neuron act – activators of NF-kB expression in neurons, primary screen, cell-based, HTS. human neuronal cells, NF-kB reporter expression; hits give high values. 190,000 compounds, 1.6% hits. fold change at 12.5 µM. AID 1239, 2008; in the data active = fold change above about 3.3
# ROMK mod – ROMK potassium channel modulators, primary screen, cell-based, thallium flux, MLSMR library; ATP-sensitive inward rectifier potassium channel 1 (Homo sapiens), P48048; Tet-inducible ROMK, thallium flux fluorescence; actives lie on both sides; B-score at 10 µM; 130,000 compounds, 2% hits; AID 1918, 2009;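 active = signal ratio slope over the read window, or its plate-corrected B-score, at least 3 SD from the plate mean, either direction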;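 also: B-score of the F/F0 ratio slope over 7 to 12 s after thallium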
# Target sequence (P48048 whole entry, looked up): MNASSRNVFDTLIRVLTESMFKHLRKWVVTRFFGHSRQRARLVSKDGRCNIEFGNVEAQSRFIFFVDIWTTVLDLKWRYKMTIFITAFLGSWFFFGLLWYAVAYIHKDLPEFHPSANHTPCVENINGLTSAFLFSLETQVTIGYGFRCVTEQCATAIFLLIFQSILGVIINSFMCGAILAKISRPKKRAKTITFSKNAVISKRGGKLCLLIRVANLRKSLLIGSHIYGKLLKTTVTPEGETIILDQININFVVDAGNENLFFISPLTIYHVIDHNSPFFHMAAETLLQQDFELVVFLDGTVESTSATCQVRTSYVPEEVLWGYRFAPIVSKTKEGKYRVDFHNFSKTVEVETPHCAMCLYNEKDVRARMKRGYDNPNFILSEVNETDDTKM
# APP 5'UTR act – activators of APP 5'UTR luciferase reporter, primary screen, SH-SY5Y cells | activation, % at 2 µM | 190,000 compounds, 1% hits | SH-SY5Y APP 5'UTR luciferase reporter, luminescence; zero percent = DMSO vehicle wells;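 active = activation above a set limit, based on mean plus 3 SD of controls, cut at about 140% in these data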; also: values of inactives mirror those of a sister screen read the other way
# STAT1 inh – STAT1 signaling inhibitors, primary screen, cell-based, HTS, luciferase reporter | NIH 3T3 STAT1-luciferase reporter, IFN-gamma, luminescence | inhibition, % at 5.5 µM | 200,000 compounds, 0.35% hits | AID 920, 2007;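 active = inhibition above a set limit, the mean inhibition across all tested compounds plus 3 SD, cut at about 34% in these data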;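 also: 0% = IFN-gamma with DMSO and 100% = IFN-gamma with 300 µM nifuroxazide; values of inactives mirror those of a sister screen read the other way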
# Active calls of the source: *; / = not tested or not shown. Only part of the results is shown (hit frequency here may not be typical).
SMILES,STAT3 inh,FLuc inhib CS,FLuc act counter,APP transl inh,STAT1 act,STAT3 act,NF-kB neuron act,ROMK mod,APP 5'UTR act,STAT1 inh
COc1cccc(C(=O)C2CCCN(Cc3ccccn3)C2)c1 (stereo not given),10,-4,1,-26,97,96,0.9,0.064,26,2
COc1ccc(C2C(C(=O)N3CCC4(CC3)OCCO4)c3cc(OC)c(OC)cc3C(=O)N2C)cc1 (stereo not given),8,-1,1,-26,99,99,0.79,-0.23,57,0
CCCc1[nH]nc2c1C1(C(=O)N(Cc3ccccc3)c3ccccc31)C(C(=O)OC)=C(N)O2 (stereo not given),-2,-5,1,5,100,103,0.88,/,-5,-3
CC(=O)N(C1=NCCCS1)c1ccc(F)cc1,8,-3,1,14,101,97,0.91,/,-14,0
CC1(C)CC(=O)C2=C(C1)NC(=O)C21C(C(=O)OC(C)(C)C)=C(N)Oc2ccc(Br)cc21 (stereo not given),1,-3,1,17,100,103,1.2,-0.78,-17,0
O=C(c1cccc(Cl)c1)C1CCCN(Cc2ccon2)C1 (stereo not given),6,-4,1,-7,95,99,1.3,-0.94,7,5
O=C1NC(=S)NC(=O)C12C(c1ccc(F)cc1)NC(=S)NC2c1ccc(F)cc1 (stereo not given),13,-7,1.1,0,103,94,1,0.11,0,-3
O=C1c2ccccc2C2(c3ccc(Cl)cc3)NCCN12 (stereo not given),6,-8,1.1,-13,96,101,0.88,/,13,5
COc1ccc(-c2cc(C(F)(F)F)n3nc(C(=O)N4CCC5(CC4)OCCO5)cc3n2)cc1OC,12,-2,1,-3,100,94,0.53,/,3,-1
Cc1ccc2cc3cc(C(=O)N4CCC5(CC4)OCCO5)oc3nc2c1,24,5,0.9,3,106,82,1.8,/,-3,-7
CC1CN=C(Nc2ccccc2)S1 (stereo not given),2,2,1,-11,102,101,1,-0.064,11,-2
CCOP(=S)(OCC)SCOC(=O)NCC(=O)OC,0,-2,1,-11,95,106,1.1,/,11,6
O=c1[nH]c(O)c(C=NC2CCN(Cc3ccccc3)CC2)c(=O)[nH]1,-5,/,/,-5,104,111,/,0.13,5,-4
CCOC(=O)c1ccc(NC(=O)C2C3C=CC(O3)C2C(=O)O)cc1 (stereo not given),2,-7,1.1,2,106,101,1.5,0.11,-2,-7
C/C(=C/C=C/[C@@H](C)C(=O)O)[C@H]1CN[C@H](C(=O)O)[C@H]1CC(=O)O,14,-3,1,11,98,98,1.5,-0.057,-11,2
CCOC(=O)C(O)(c1ccc(NC(=O)NC2CCCCC2)cc1)C(F)(F)F (stereo not given),-10,1,1,0,117,108,1.4,0.17,0,-24
Cc1cc(C)c(-n2c(O)c(/C=N/N3CCCCC3c3cccnc3)c(=O)[nH]c2=O)c(C)c1 (stereo not given),-12,-6,1.1,-28,99,105,0.9,/,28,1
CC[C@]12C=CCN3CCC4(c5cc(Br)c(OC)cc5N(C)C4[C@@](O)(C(=O)OC)[C@@H]1OC(C)=O)C32 (stereo not given in full),6,0,1,6,96,102,1.6,-1.3,-6,5
CC(=O)NC1C(OC(=O)Cc2ccccc2)OC(COC(C)=O)C(OC(C)=O)C1OC(C)=O (stereo not given),16,-8,1.1,-4,101,93,1.3,0.21,4,-3
CC1(C)C[C@H]2C=C(C=O)[C@]3(C=O)C[C@]3(C)[C@H]2C1,23,0,1,96*,124,89,2,-9.9*,-96,-27
Cc1ccc2c(c1)C1CN(C)CCC1N2C(=O)/C=C/c1ccc2c(c1)OCO2 (stereo not given),3,6,0.9,-14,98,101,1.4,-0.43,14,-1
COc1ccc(Cl)cc1C(=O)C1CCCN(Cc2cnc(C)s2)C1 (stereo not given),7,-2,1,9,96,98,0.86,-0.49,-9,3
COc1ccc(C(=O)C2CCCN(C3CSCCSC3)C2)c(C)c1 (stereo not given),-2,-2,1,-11,90,108,1.1,/,11,9
Cc1cccc(NP(=O)(Oc2ccccc2F)Oc2ccccc2F)c1C,0,-3,1,-7,101,98,0.65,-0.25,7,-1
Cc1cc(O)c(CN2CCN(c3ccccc3)CC2)cc1C,3,-8,1.1,-5,98,101,1.1,-0.22,5,2
# Remaining list, next part:
SMILES,STAT3 inh,FLuc inhib CS,FLuc act counter,APP transl inh,STAT1 act,STAT3 act,NF-kB neuron act,ROMK mod,APP 5'UTR act,STAT1 inh
CCN(CC)CCCN=Cc1c(O)n(-c2cccc(C)c2C)c(=O)[nH]c1=O,17,-7,1.1,-4,102,92,0.98,0.26,4,-2
CN(C)c1ccc(N=Cc2c(O)n(CCC3=CCCCC3)c(=O)[nH]c2=O)cc1,0,-5,1.1,8,105,104,1.1,-2.7,-8,-6
Cn1c(O)c(C=NCCCN2CCCC2=O)c(=O)n(C)c1=O,8,-2,1,-2,104,98,1.1,/,2,-4
Cn1c(=O)c2c(ncn2CCCl)n(C)c1=O,-1,-6,1.1,-6,101,102,1.1,0.38,5,-2
CC(=O)Nc1ccc(C2CN(C)CC2C(=O)c2ccc(Cl)cc2)cc1 (stereo not given),1,-8,1.1,20,96,105,1.1,-0.12,-19,2
CC(Oc1ccc(-c2ccccc2)cc1)C(=O)O (stereo not given),-2,-6,1.1,9,98,104,0.91,/,-9,3
CN1CCN(c2ccc(C(F)(F)F)cc2N)CC1,5,2,1,11,96,97,1.6,/,-11,2
NCCc1ccc(O)cc1,0,0,1,-3,94,103,1.2,/,3,7
O=C1NC(=O)C(CCc2ccncc2)(Cc2ccc3c(c2)OCO3)C(=O)N1CCc1ccccc1 (stereo not given),10,-8,1.1,-16,106,97,0.53,-1.1,16,-6
N/C(=N\N=C/c1ccc(-c2ccc(O)c(C(=O)O)c2)o1)N[N+](=O)[O-],11,-2,1,-6,96,97,1.2,0.37,7,4
Cc1ccc(N2CCN(CCc3ccccc3)CC2)cc1,19,-5,1,-2,102,87,1.6,/,2,-2
O=C(CNC(=O)OCc1ccccc1)Nc1ccc(Br)cc1C(=O)c1ccccc1,10,-10,1.1,-1,95,100,1,/,1,6
Cc1c(N=Cc2c(O)n(CCc3ccccc3)c(=O)[nH]c2=O)c(=O)n(-c2ccccc2)n1C,-1,-2,1,-13,111,103,0.99,2.2,13,-9
O=P(CCl)(Nc1ccccc1)C(Cl)(Cl)Cl (stereo not given),9,-4,1,-19,100,94,1,0.4,19,-2
N=C1c2ccccc2CN1c1ncccn1,-5,-1,1,-13,107,106,1.2,/,13,-9
CCOC(=O)C1CCN(C=C2C(=O)N(C)C(=S)N(C)C2=O)CC1,7,-5,1,5,101,93,0.9,-0.65,-5,-2
CCC(C)C1N=C(c2ccccc2)c2cc(Cl)ccc2N(CC(=O)NCc2ccco2)C1=O (stereo not given),7,-6,1.1,13,100,98,0.99,/,-13,-1
CC1=NN(c2ccccc2)C(=O)C1/C=C1\C(=O)NC(=O)N(c2cc(C)cc(C)c2)C1=O (stereo not given),-68,13,0.9,-7,94,159*,1.1,0.036,7,0
O=c1c2ccccc2nc(-c2ccco2)n1-c1ccccn1,7,1,1,-13,97,99,1.2,/,13,3
O=P(NS(=O)(=O)c1ccccc1)(Oc1ccccc1)Oc1ccccc1,-2,-10,1.1,/,107,102,1.3,0.72,/,-16
CNC(=O)Oc1ccc2ncccc2c1,1,-6,1.1,10,106,103,1.1,1,-10,-6
CCn1cc(C(=O)c2ccccc2)c2ccccc21,5,-10,1.1,6,98,97,0.77,/,-6,3
Cc1nc2ccc(P(=O)(O)O)cc2s1,12,-3,1,-5,99,94,0.99,-0.24,5,0
Cc1ccc2ccccc2c1NC(=O)CNC1CCCCC1,7,-10,1.1,4,101,98,0.96,/,-4,-1
N#CC(C#N)=Cc1ccc(N2CCCC2)cc1,30,-1,1,10,93,79,1.2,-0.33,-10,6
# The results go on:
SMILES,STAT3 inh,FLuc inhib CS,FLuc act counter,APP transl inh,STAT1 act,STAT3 act,NF-kB neuron act,ROMK mod,APP 5'UTR act,STAT1 inh
CCCC(C)C1(CC)C(=O)NC(=O)N=C1N (stereo not given),14,-4,1,0,99,91,0.96,0.54,0,1
CC(C(=O)c1cn(C)c2ccccc12)c1ccccc1 (stereo not given),4,-7,1.1,-9,95,95,0.89,-0.79,9,5
Clc1ccccc1CN1CCN(c2ccccc2)CC1,8,-8,1.1,23,100,98,1.1,-1,-23,0
O=C(Cc1cc(=O)[nH]c(=O)[nH]1)N1CCN(CCO)CC1,/,-3,1,-10,102,/,1,/,10,-3
O=C(Cc1ccccc1[N+](=O)[O-])N1CCN(Cc2ccc3c(c2)OCO3)CC1,-17,3,1,1,85,118,1.1,-0.99,-1,14
CC1CCC(C(=O)NC(C(=O)N2CCC3(CC2)OCCO3)C(C)C)CC1 (stereo not given),-2,-2,1,-2,96,104,0.99,/,2,4
CC[N+](CC)(CC#CCO)CC#Cc1ccccc1,11,-4,1,-6,102,100,0.82,-0.64,7,-3
Cc1c(/C=C2/CC3C4CC=C5CC(O)CCC5(C)C4CCC3(C)C2=O)cnn1C (stereo not given),0,/,/,-3,102,101,/,/,3,-1
COc1ccc(C(CNC(=O)Cc2ccc(Cl)c(Cl)c2)N(C)C)cc1 (stereo not given),-12,-4,1,1,111,111,0.73,-2.7,-1,-12
O=C(NCCN1CCCCC1)c1ccc(Cl)nc1Cl,4,-2,1,-6,102,102,1.1,0.28,6,-5
O=C1CCCC2C3CCCN4CCCC(CN12)C34 (stereo not given),4,1,1,-25,95,102,1.2,-0.022,25,6
CCCCOc1nc2ccccc2c(=O)n1-c1ccccc1,-9,-2,1,-9,102,111,1.1,0.0096,9,-2

# Quoted from the results shown, four compounds:
SMILES,STAT3 inh,FLuc inhib CS,FLuc act counter,APP transl inh,STAT1 act,STAT3 act,NF-kB neuron act,ROMK mod,APP 5'UTR act,STAT1 inh
CCCC(C)C1(CC)C(=O)NC(=O)N=C1N (stereo not given),14,-4,1,0,99,91,0.96,0.54,0,1
CC(C(=O)c1cn(C)c2ccccc12)c1ccccc1 (stereo not given),4,-7,1.1,-9,95,95,0.89,-0.79,9,5
Clc1ccccc1CN1CCN(c2ccccc2)CC1,8,-8,1.1,23,100,98,1.1,-1,-23,0
O=C(Cc1cc(=O)[nH]c(=O)[nH]1)N1CCN(CCO)CC1,/,-3,1,-10,102,/,1,/,10,-3

# Gathered by group: the compounds so far with bromine
SMILES,STAT3 inh,FLuc inhib CS,FLuc act counter,APP transl inh,STAT1 act,STAT3 act,NF-kB neuron act,ROMK mod,APP 5'UTR act,STAT1 inh
CC1(C)CC(=O)C2=C(C1)NC(=O)C21C(C(=O)OC(C)(C)C)=C(N)Oc2ccc(Br)cc21 (stereo not given),1,-3,1,17,100,103,1.2,-0.78,-17,0
CC[C@]12C=CCN3CCC4(c5cc(Br)c(OC)cc5N(C)C4[C@@](O)(C(=O)OC)[C@@H]1OC(C)=O)C32 (stereo not given in full),6,0,1,6,96,102,1.6,-1.3,-6,5
O=C(CNC(=O)OCc1ccccc1)Nc1ccc(Br)cc1C(=O)c1ccccc1,10,-10,1.1,-1,95,100,1,/,1,6
